# DAGLB inh = DAGLB lipase inhibitors, primary screen, biochemical, fluorescence, HTS | inhibition, % at 5.17 µM | 340,000 tested, 0.059% active | HEK293T DAGLB membrane lysate, EnzChek fluorogenic substrate | Diacylglycerol lipase-beta (Homo sapiens), Q8NCG7; in the data active = inhibition above about 34%;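 also: 0% = enzyme with vehicle and 100% = wells lacking enzyme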
# Target sequence (Q8NCG7 whole entry, looked up): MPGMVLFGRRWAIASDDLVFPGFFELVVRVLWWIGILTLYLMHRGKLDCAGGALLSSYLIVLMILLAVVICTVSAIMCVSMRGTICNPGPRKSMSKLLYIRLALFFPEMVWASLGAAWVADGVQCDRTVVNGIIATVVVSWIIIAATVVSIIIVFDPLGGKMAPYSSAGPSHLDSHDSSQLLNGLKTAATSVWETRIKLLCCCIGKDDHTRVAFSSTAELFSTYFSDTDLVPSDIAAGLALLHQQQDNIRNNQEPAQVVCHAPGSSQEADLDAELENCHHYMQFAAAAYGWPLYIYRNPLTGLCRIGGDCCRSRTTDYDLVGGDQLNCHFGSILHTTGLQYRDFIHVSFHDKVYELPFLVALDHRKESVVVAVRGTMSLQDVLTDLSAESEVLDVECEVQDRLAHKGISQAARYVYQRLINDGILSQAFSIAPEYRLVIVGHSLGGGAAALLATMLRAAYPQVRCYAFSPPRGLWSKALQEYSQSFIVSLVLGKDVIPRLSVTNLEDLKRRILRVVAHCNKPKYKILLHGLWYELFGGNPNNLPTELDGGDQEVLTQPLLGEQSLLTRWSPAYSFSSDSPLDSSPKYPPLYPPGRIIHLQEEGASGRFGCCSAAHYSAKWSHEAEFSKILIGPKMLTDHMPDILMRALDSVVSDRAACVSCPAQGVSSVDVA
# AddAB inh = growth inhibition of E. coli expressing H. pylori AddAB, primary screen, AddAB inhibitor project, absorbance. inhibition, % at 11.9 µM. 330,000 tested, 0.29% active; in the data active = inhibition above about 12%;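 also: 0% = vehicle wells of infected cells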
# PKA-R1A activ = activators of PKA-R1A holoenzyme, primary screen, biochemical, fluorescence polarization, Cy5-IP20, bovine R1A, mouse PKAc | cAMP-dependent protein kinase type I-alpha regulatory subunit (Bos taurus) + … | PKA-R1A dissociation; scaled: DMSO 0%, 113 µM cGMP 100% | activation, % at 11.4 µM | 340,000 tested, 0.083% active | AID 504707, 2011;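 active = percent activation above the mean of all tested compounds plus 3 SD, cut at about 19% in these data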;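 also: higher means more PKAc released from R1A so a rise in polarization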
# Tat export inh = E. coli Tat export inhibitors, primary screen, MC4100, TorA-mCherry reporter, fluorescence, single point. inhibition, % at 10 µM. 340,000 tested, 0.036% active;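 active = mean replicate inhibition at least 50% and at least half of replicates individually reaching 50%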;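 also: exported cargo escapes ClpAP degradation while cytoplasmic cargo is degraded and loses fluorescence; 0% = median of neutral control wells and 100% = median of NaSCN control wells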
# PKA-R2B act = activators of PKA-R2B holoenzyme, primary screen, biochemical, fluorescence polarization, Cy5-IP20, human | cAMP-dependent protein kinase catalytic subunit beta (Homo sapiens) + cAMP-dependent … | PKA-R2B holoenzyme dissociation; R2B truncated from residue 108, S112A mutant; 0% DMSO only, 100% 113 µM cGMP | AID 504700, 2011 | 340,000 tested, 0.079% active | activation, % at 11.4 µM;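 active = activation above a cutoff set at the mean over all compounds plus 3 SD, cut at about 18% in these data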;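 also: higher means more holoenzyme dissociation and a rise in polarization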
# CDK5 p35 inh = inhibitors of human CDK5/p35 kinase, primary screen, biochemical, single concentration. inhibition, % at 10 µM. AID 488839, 2010. Recombinant CDK5/p35, ADP-Glo luminescence, 60 min. 330,000 tested, 0.01% active;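 active = highest replicate inhibition of at least 50% and at least 75% of replicates reaching 50%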;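 also: plate controls were DMSO neutral control for no effect and GW8510 at 10 µM for full effect; many of its hits are not listed in these tables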
# E coli growth = E. coli V3065 growth inhibition, primary screen, counter-screen for AddAB inhibitor project, absorbance, OD600; 18 h; inhibition, % at 11.9 µM; 330,000 tested, 0.27% active; AID 449728, 2010;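 active = inhibition above the campaign's mean inhibition across all tested compounds plus 3 SD, cut at about 9.9% in these data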;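 also: uninfected addAB+ strain grown without phage in ampicillin broth; 0% = DMSO wells and 100% = ciprofloxacin 0.95 µg/ml wells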
# HTR5A inv ctr = HTR5A inverse agonists in luminescence cell assay, primary screen, counter-screen for OPRM1-OPRD1 heterodimer inverse agonist project, full-deck HTS; 5-hydroxytryptamine receptor 5A (Homo sapiens), P47898; AID 504634, 2011; inhibition, % at 9.3 µM; 340,000 tested, 0.083% active; HTR5A cell line, inverse agonism; in the data active = inhibition mostly above about 23%, no sharp cut-off; inactive = mostly below about 18%;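 also: 0% = cells with DMSO and 100% = no-cell wells with DMSO; some compounds called inactive have numbers as strong as hits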
# Target sequence (P47898 whole entry, looked up): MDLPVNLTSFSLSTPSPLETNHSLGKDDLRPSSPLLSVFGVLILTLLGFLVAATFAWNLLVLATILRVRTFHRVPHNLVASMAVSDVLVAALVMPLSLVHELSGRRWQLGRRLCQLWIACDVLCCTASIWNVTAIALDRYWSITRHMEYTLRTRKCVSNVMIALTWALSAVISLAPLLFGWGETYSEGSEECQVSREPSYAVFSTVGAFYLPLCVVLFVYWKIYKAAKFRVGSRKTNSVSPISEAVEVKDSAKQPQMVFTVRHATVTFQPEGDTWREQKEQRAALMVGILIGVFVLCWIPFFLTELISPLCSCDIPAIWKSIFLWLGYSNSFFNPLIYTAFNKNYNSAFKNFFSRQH
# phage Ecoli inh = growth loss of phage-infected E. coli, primary screen, RecBCD inhibitor project, absorbance, with phage, HTS | inhibition, % at 11.9 µM | 360,000 tested, 0.26% active; in the data active = inhibition above about 11%
# SUMO Mot1 rescue = yeast Mot1-301 growth rescue at high temperature, primary screen, SUMOylation pathway inhibitor project, S. cerevisiae, ATP luminescence, 38.5C; growth rescue, % at 18.8 µM; 320,000 tested, 1% active; S. cerevisiae Mot1-301 growth rescue; percent above DMSO median, 100 means doubled;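 active = every valid replicate shows activation above 250% relative to neutral control wells; inactive = the rest, any valid replicate at or below 250%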;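 also: OY570 slx delta 5 strain wells were the positive control but not used for scaling; some compounds called inactive have numbers as strong as hits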
# HTR5A ag ctr = HTR5A agonists in luminescence cell assay, primary screen, counter-screen for OPRM1-OPRD1 heterodimer agonist project, full-deck HTS. 340,000 tested, 0.61% active. 5-hydroxytryptamine receptor 5A (Homo sapiens), P47898. activation, % at 9.3 µM. cell-based. AID 504692, 2011; in the data active = activation mostly above about 9.5%, no sharp cut-off; inactive = mostly below about 7.6%;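 also: 0% = cells with vehicle only and 100% = reference agonist; strong numbers were not always called active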
# * hit, by the source's call; x = no result given.
# Second line of a record – HTR5A ag ctr, SUMO Mot1 rescue, PKA-R1A activ, HTR5A inv ctr, CDK5 p35 inh, phage Ecoli inh, PKA-R2B act, E coli growth, AddAB inh, DAGLB inh, Tat export inh
CCCCOCCCNS(=O)(=O)Cc1ccccc1
    -2, 366*, 3, 13, -1.5, 2.2, -6, 1.1, -0.7, -2, -2
COCCN(C(=O)COc1ccc(Cl)cc1)c1nnc(-c2cccnc2)s1
    3, x, -1, 20, -1.4, 3.3, -4, 0.1, 1.2, 3, -1
O=C(COC(=O)c1cc(Cl)ccc1[N+](=O)[O-])Nc1cccc2ccccc12
    3, 0, -5, -9, -0.9, 0.9, -10, 0.8, 0.7, -2, -3
Cc1cc(C(=O)OCC(=O)NCCc2ccccc2)c2ccccc2n1
    1, 4, -8, -4, 0.0, 1.2, 7, 0.2, -0.8, -3, 4
CCOc1ccccc1NC(=O)CCS(=O)(=O)c1cccs1
    -2, 10, -8, -21, -1.0, 1.4, 7, 0.6, 2.7, 0, 0
COc1ccc(Cl)cc1NC(=O)C(C)N(C)Cc1cccc(Cl)c1Cl (stereo not drawn)
    3, 6, -6, -13, -1.7, 4.0, -5, 0.6, 1.1, -19, -5
CC(C)(C)NC(=O)NC(=O)CN1CCCCCCC1
    -2, -18, 6, 7, 0.0, -0.2, -2, 1.5, 1.0, -1, 1
CCN1C[C@@H]2[C@@H]3C(=O)N(C)C(=O)[C@@H]3[C@](Cc3ccccc3)(C1=O)N2C(=O)c1ccccc1
    -2, x, 3, 9, -0.9, 1.1, 3, x, x, 1, 5
CC(=O)Nc1c(Br)cc2c(c1Br)Cc1cc(Br)ccc1-2
    -1, x, 8, 3, -2.0, 0.6, 4, x, x, -6, 7
CC(C)c1ccc(-n2nnnc2SCC(=O)NC2CC2)cc1
    -5, 31, -7, 17, 1.5, 0.6, 3, 1.6, -0.3, 2, -4

# The last 2 compounds of the section above are carried over, then new ones follow.
# Second line of a record – HTR5A ag ctr, SUMO Mot1 rescue, PKA-R1A activ, HTR5A inv ctr, CDK5 p35 inh, phage Ecoli inh, PKA-R2B act, E coli growth, AddAB inh, DAGLB inh, Tat export inh
CC(=O)Nc1c(Br)cc2c(c1Br)Cc1cc(Br)ccc1-2
    -1, x, 8, 3, -2.0, 0.6, 4, x, x, -6, 7
CC(C)c1ccc(-n2nnnc2SCC(=O)NC2CC2)cc1
    -5, 31, -7, 17, 1.5, 0.6, 3, 1.6, -0.3, 2, -4
COc1ccc(-n2c(SCC(=O)NCc3ccco3)nnc2-c2c[nH]c3ccccc23)cc1
    -2, 11, 0, -19, 0.4, 3.9, -7, -3.0, -3.7, 0, 0
Clc1ccc(-c2cn(-c3ccccc3)c3[n+]2CCS3)cc1
    3, 7, -4, -8, 0.2, 1.9, -1, -5.3, -1.7, 0, 0
COc1ccc(/C=C/C(=O)O)cc1S(=O)(=O)N1CCCCC1
    0, -9, -15, 32, 1.7, -0.5, -4, 2.1, 4.6, 1, 18
CCOc1ccc(NC(=O)CC2Nc3ccccc3NC2=O)cc1 (stereo not drawn)
    1, -16, 0, -3, 0.1, 4.3, 3, -3.5, -1.0, -2, 4
O=C(NC1CCCCCC1)C(=O)NC1CCCC1
    4, 188, -8, -19, -0.7, 1.5, -5, 1.8, 2.1, -1, 7
CC(NC(=O)c1ccc(Cl)c(S(=O)(=O)N2CCCCCC2)c1)c1cccnc1 (stereo not drawn)
    -6, 36, -13, 15, 1.3, 2.9, -5, -1.6, -2.5, -2, -5
CCOC(=O)C1CCN(CC(=O)c2ccc(O)c(C)c2O)CC1
    -2, -33, -9, 8, -2.9, 0.2, -4, 1.0, 3.2, 0, -8
CC(CCN(C)C)OC(=O)c1ccc(C(C)c2ccccc2)o1 (stereo not drawn)
    -1, -6, -9, -1, -0.1, 1.0, -2, 1.4, 1.5, -1, -12
COc1ccc(CCC(=O)Nc2nnc(C(F)(F)F)s2)cc1
    3, 0, 4, 15, -0.4, 1.4, -9, 1.9, 2.5, 0, -3
COc1ccc(CCNC(=O)c2[nH]c(C)c(C(C)=O)c2C)cc1OC
    4, 1, 2, -38, 0.1, 1.7, 6, -0.1, 0.2, -1, 6
CCOCc1c(C(=O)NC2=Nc3ccccc3NC(CC)=C2C(=O)OCC)oc2ccccc12
    0, -5, -11, 1, -1.0, 2.1, -9, 0.8, 0.4, -6, 13
COc1cccc(CNc2ccc(S(=O)(=O)N3CCN(C)CC3)cn2)c1
    -3, -6, -4, 7, -2.8, 1.7, -10, -0.7, -0.5, -1, -6
CCN(C(=O)Cc1cccs1)c1nnc(-c2cccnc2)s1
    0, 74, 0, 1, 0.1, 2.9, -5, -1.6, 1.8, -2, 16
O=C(c1ccc(Cl)c(S(=O)(=O)N2CCOCC2)c1)N1CCN(c2ccccc2F)CC1
    8, -12, -2, -26, -1.9, 2.9, 3, -0.2, -0.7, -1, -2
COc1ccc(C(=O)N(C)C2CCCc3ccccc32)cc1OC1CCN(C(C)C)CC1 (stereo not drawn)
    2, 2, 5, 0, -0.3, 2.4, 3, 3.1, 1.1, -1, -5
O=C(c1ccco1)N1CCN(c2nnc(-c3ccccc3)c3ccccc23)CC1
    1, 5, -11, -10, -2.0, 3.1, -1, 1.1, 4.1, 1, 2
Cc1ccc(S(=O)(=O)N(Cc2ccccc2)C(C)C)cc1
    7, 2, -6, -6, 0.7, 1.9, 0, -0.1, 2.4, -11, 3
CC(=O)N1CCN(Cc2nc3cc([N+](=O)[O-])ccc3n2C)CC1
    -1, 166, 2, 3, 1.5, -0.1, -3, 0.0, -0.9, 0, 12
O=C(NCc1cccc(F)c1)C1CCC(=O)N(C2CCCC2)C1 (stereo not drawn)
    0, 2, 9, -8, 1.7, -0.9, -10, -0.6, 1.8, 2, 1
COc1ccc(-c2nnc(SCC(=O)Nc3ncc(C(F)(F)F)cc3Cl)n2CC(C)C)cc1
    4, x, 4, 8, -1.4, 1.9, 8, -3.0, -0.2, 1, 0
CC(=O)NC1=NN(C(C)=O)C(C)(CCS(=O)(=O)c2ccc(Br)cc2)S1 (stereo not drawn)
    0, -12, -8, 12, 0.4, 3.8, -3, 0.6, 0.9, 0, -3
CCN(CC)S(=O)(=O)c1ccc(N2CCN(CCOc3ccc(OC)cc3)CC2)nc1
    -1, 9, 2, -7, 0.3, -1.7, 2, -1.5, -0.4, -1, 4
COC(=O)c1ccc(NC(=O)CSCC(=O)OCC(=O)c2ccc(Br)cc2)cc1
    -1, 12, -2, 8, -0.5, 2.9, -6, -2.9, 2.4, 0, 1
CN(C)S(=O)(=O)c1ccc(N2CCCC2)c(C(=O)Nc2nccs2)c1
    0, -6, 3, 0, -2.1, 2.3, -6, 2.0, 0.7, 1, 0
Cc1ccc(S(=O)(=O)NCC(=O)Nc2ccc3c(c2)OCCO3)cc1
    0, -13, 3, -1, 0.0, -0.1, 9, 0.6, 3.9, -1, 0
O=C(NCCN1C(=O)CSC1=O)C1CC(=O)N(c2ccccc2)C1 (stereo not drawn)
    1, -2, 4, 3, -2.0, 1.2, -1, -1.3, 3.0, 0, 11
COc1cc(NC(=O)N[C@@H](CCSC)C(=O)O)cc(OC)c1
    -1, 1, -15, 5, 0.0, 4.4, -2, -0.8, 0.3, 4, -3
CC(=O)c1ccc(Nc2cc(C)nc3c(C)cccc23)cc1
    -2, 22, -8, 5, -1.8, 3.6, -3, -0.3, 5.0, 4, -3
O=C(Nc1cccc2ncccc12)c1cccc(Br)c1
    0, 198, -6, -1, 1.3, 3.5, -9, x, x, -2, -7
Cc1cc(NC(=O)c2c([N+](=O)[O-])c(C)nn2C)no1
    -3, 13, 4, 6, 1.2, 2.0, -4, -0.1, 3.4, 1, 7
Cc1ccc(C(=O)CCC(=O)OCC(=O)Nc2ccc3[nH]c(=O)[nH]c3c2)cc1
    -2, 299, -3, 6, 0.2, 3.2, -24, 0.5, 2.0, -1, -2
O=C(/C=C/c1ccc(F)cc1)NC(=S)NC1CCCCC1
    8, -3, -5, 3, -0.8, 1.9, 11, -0.5, 3.0, -13, 7
Cc1cc(Cl)c(Cl)cc1S(=O)(=O)NCCCn1ccnc1
    7, 242, -7, 3, 5.1, -0.4, -4, 0.7, 3.8, -3, 3
CN1CCN(C(=S)Nc2cccc(S(=O)(=O)N(C)C)c2)CC1
    -3, 30, -6, 9, -0.2, 5.8, -4, -0.7, 1.0, 2, 4
O=C(CN1C(=O)NC(Cc2c[nH]c3ccccc23)C1=O)Nc1ccc(F)c(F)c1F (stereo not drawn)
    1, -4, -7, -3, 1.4, 0.6, -5, -2.1, 1.2, 1, 6
COc1cccc(N=Cc2c(O)n(-c3cccc(C)n3)c(=O)c3ccccc23)c1
    2, -6, 3, -7, -1.1, 3.5, 2, -0.9, -1.1, -3, 2
COc1ccc([C@@H]2[C@@H]3C(=O)N(C(C)(C)C)C(=O)[C@@H]3[C@]3(C)C(=O)N(c4cccc(Cl)c4)C(=O)N23)cc1
    11, -25, -8, -7, -0.9, 2.6, 4, -1.3, 5.4, 0, 5
Cc1cc(C)c(NS(=O)(=O)c2cccc3cccnc23)c(C)c1
    1, 2, -1, -3, 0.0, 4.7, 11, -0.9, -1.7, 1, 17
COc1cccc(NC(=O)NC(C)C2CC3CCC2C3)c1 (stereo not drawn)
    -3, 3, 10, 7, 0.7, 5.0, 6, -0.8, 2.0, 2, 2
CCSCc1nnc(SCC(=O)c2ccc(OC)cc2)n1C
    5, 10, 1, -13, -0.3, 1.4, -4, 2.5, 1.4, -3, 4

# Complete entries, quoted from the list. Order of values: HTR5A ag ctr, SUMO Mot1 rescue, PKA-R1A activ, HTR5A inv ctr, CDK5 p35 inh, phage Ecoli inh, PKA-R2B act, E coli growth, AddAB inh, DAGLB inh, Tat export inh
# Clc1ccc(-c2cn(-c3ccccc3)c3[n+]2CCS3)cc1 across the screens: 3, 7, -4, -8, 0.2, 1.9, -1, -5.3, -1.7, 0, 0
# CCN1C[C@@H]2[C@@H]3C(=O)N(C)C(=O)[C@@H]3[C@](Cc3ccccc3)(C1=O)N2C(=O)c1ccccc1 across the screens: -2, x, 3, 9, -0.9, 1.1, 3, x, x, 1, 5
# Cc1ccc(C(=O)CCC(=O)OCC(=O)Nc2ccc3[nH]c(=O)[nH]c3c2)cc1 across the screens: -2, 299, -3, 6, 0.2, 3.2, -24, 0.5, 2.0, -1, -2
# O=C(Nc1cccc2ncccc12)c1cccc(Br)c1 across the screens: 0, 198, -6, -1, 1.3, 3.5, -9, x, x, -2, -7
# COc1ccc(C(=O)N(C)C2CCCc3ccccc32)cc1OC1CCN(C(C)C)CC1 (stereo not drawn) across the screens: 2, 2, 5, 0, -0.3, 2.4, 3, 3.1, 1.1, -1, -5
